dFosB activator: mouse delta FosB homodimer activation; P13346; purified delta FosB, TAMRA-CDK5 oligo fluorescence polarization; percent of positive-control signal above neutral wells; activation, % at 25 µM; actives 0.99% (n = 340,000); AID 493131;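 active = mean activation above about 17%, with every replicate also reaching it, limit read from the data, passing the limit was not always enough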;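 note: fluorescence polarization rise as delta FosB binds a TAMRA Cdk5 AP-1 oligo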
Target sequence (P13346 whole entry, looked up): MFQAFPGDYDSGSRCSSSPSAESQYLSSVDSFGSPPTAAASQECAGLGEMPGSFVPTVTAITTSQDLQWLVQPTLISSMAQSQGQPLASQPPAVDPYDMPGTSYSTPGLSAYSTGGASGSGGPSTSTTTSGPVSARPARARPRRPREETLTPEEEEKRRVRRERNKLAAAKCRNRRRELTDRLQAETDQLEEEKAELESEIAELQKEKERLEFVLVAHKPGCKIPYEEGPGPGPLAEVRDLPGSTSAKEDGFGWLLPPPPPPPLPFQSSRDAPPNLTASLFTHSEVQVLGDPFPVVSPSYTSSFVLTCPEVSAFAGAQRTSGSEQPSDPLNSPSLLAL
NSD2 HMT inh: NSD2 (human) methyltransferase inhibition. O96028. NSD2 peptide methylation, AlphaScreen, 120 min. inhibition, % at 12.5 µM. actives 0.54% (n = 310,000). AID 743445; in the data active = inhibition above about 50%
CDK5 p35 inh: CDK5/p35 (human) kinase inhibition; Q00535+Q15078; Recombinant CDK5/p35, ADP-Glo luminescence, 60 min; inhibition, % at 10 µM; actives 0.01% (n = 330,000); AID 488839;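 active = highest replicate inhibition of at least 50% and at least 75% of replicates reaching 50%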;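 note: plate controls were DMSO neutral control for no effect and GW8510 at 10 µM for full effect; many of its hits are not listed in these tables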
DSG3 Ab inh: blocks pemphigus antibody binding to human desmoglein-3; P32926; DSG3-coupled beads, scFv-anti-DSG3-GFP binding, flow cytometry; stronger effect = lower value; binding (percent of control), % at 10 µM; actives 0.48% (n = 310,000); AID 588358;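 active = binding more than 3 SD below its plate's average and above zero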;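 note: hits lower antibody fragment binding to DSG3; some compounds called inactive have numbers as strong as hits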
SR-BI DiI inh: inhibitors of mouse SR-BI mediated HDL lipid uptake | Q61009 | ldlA[mSR-BI] CHO cells, DiI-HDL uptake fluorescence, 3 h | inhibition, % at 12.5 µM | actives 0.96% (n = 320,000) | AID 488896;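 active = mean replicate inhibition of at least 70% and a set share of replicates each scoring 70 or more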;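 note: 0% = median of neutral control wells and 100% = median of positive control wells; values of inactives mirror those of a sister screen read the other way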
PKA-R2B act: activators of human PKA-R2B complex; PKA-R2B holoenzyme dissociation, Cy5-IP20 fluorescence polarization; R2B truncated from residue 108, S112A mutant; 0% DMSO only, 100% 113 µM cGMP; P22694+P31323; actives 0.079% (n = 340,000); activation, % at 11.4 µM;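 active = activation above a cutoff set at the mean over all compounds plus 3 SD, cut at about 18% in these data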;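 note: higher means more holoenzyme dissociation and a rise in polarization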
Target sequence (P31323 whole entry, looked up, other chains not shown, the tested form may be a part): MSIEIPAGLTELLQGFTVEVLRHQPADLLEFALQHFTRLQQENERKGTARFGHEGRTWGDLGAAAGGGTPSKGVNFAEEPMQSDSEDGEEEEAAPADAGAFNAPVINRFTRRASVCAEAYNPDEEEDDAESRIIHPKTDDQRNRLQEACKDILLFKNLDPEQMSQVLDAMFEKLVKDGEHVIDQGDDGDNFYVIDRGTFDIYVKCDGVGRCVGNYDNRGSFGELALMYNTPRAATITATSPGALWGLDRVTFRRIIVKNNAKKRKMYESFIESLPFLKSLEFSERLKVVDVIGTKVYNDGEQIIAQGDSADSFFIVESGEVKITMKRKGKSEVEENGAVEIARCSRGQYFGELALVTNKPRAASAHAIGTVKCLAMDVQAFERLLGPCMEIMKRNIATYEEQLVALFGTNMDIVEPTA
Arrestin-AP2 inh: blocks beta-arrestin peptide binding to AP2 adaptin | FITC-arrestin peptide / GST-AP2 beads, flow cytometry; AP2 beta2 appendage carries R879A mutation | inhibition, % at 10 µM | actives 0.31% (n = 340,000) | AID 504490;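 active = inhibition above a set limit, near 3 SD of compounds lacking own fluorescence, cut at about 54% in these data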;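 note: plate controls were DMSO wells for no effect and 5 µM unlabelled arrestin peptide for full effect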
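test system = AP2 appendage R879A on GSH beads | buffer or medium = PBS plus Tween 20 (0.05%) and BSA (0.1%) | incubation = 12 min plus 1 h, RT | detection = bead flow cytometry, FITC channel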
Mot1-301 SUMO: SUMOylation pathway inhibition by Mot1-301 growth rescue | S. cerevisiae Mot1-301 growth rescue, ATP luminescence, 38.5C; percent above DMSO median, 100 means doubled | growth rescue, % at 18.8 µM | actives 1% (n = 320,000);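 active = every valid replicate shows activation above 250% relative to neutral control wells; inactive = the rest, any valid replicate at or below 250%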;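 note: OY570 slx delta 5 strain wells were the positive control but not used for scaling; some compounds called inactive have numbers as strong as hits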
MITF act: MITF TRPM1 promoter activation in melanoma cells; SK-MEL-5 TRPM1-promoter luciferase, 24 h; % of positive control, neutral wells = 0; activation, % at 12.5 µM; actives 0.75% (n = 300,000); AID 588334;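 active = mean activation of at least 80% with every replicate also reaching 80%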;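 note: 0% = neutral control wells and 100% = parthenolide positive control wells; values of inactives mirror those of a sister screen read the other way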
SR-BI DiI-HDL act: enhances SR-BI lipid uptake from DiI-HDL; AID 504775; actives 0.096% (n = 320,000); CHO ldlA[mSR-BI] cells, DiI-HDL uptake fluorescence, 3 h; 100 = double the neutral-control signal; activation, % at 12.5 µM;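 active = mean replicate activation of at least 60% and every replicate at or above 60%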;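 note: 0% = median plate neutral-control signal and 100% = twice that signal; values of inactives mirror those of a sister screen read the other way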
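Test system: SR-BI-overexpressing, LDLR-lacking CHO cells; Medium: Ham's F12 with 0.5% BSA, HEPES 25 mM, pH 7.4; Schedule: 3 h, 37 °C; Technique: bottom-read fluorescence, 550/595 nm.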
PKA-R1A activ: activators of PKA-R1A complex. P00514+P68181. activation, % at 11.4 µM. actives 0.083% (n = 340,000). PKA-R1A dissociation, Cy5-IP20 fluorescence polarization; scaled: DMSO 0%, 113 µM cGMP 100%;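 active = percent activation above the mean of all tested compounds plus 3 SD, cut at about 19% in these data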;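 note: higher means more PKAc released from R1A so a rise in polarization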
Numbers without * were called inactive; . = no result given.

| nr | SMILES | dFosB activator | MITF act | Mot1-301 SUMO | NSD2 HMT inh | Arrestin-AP2 inh | PKA-R1A activ | CDK5 p35 inh | SR-BI DiI-HDL act | PKA-R2B act | DSG3 Ab inh | SR-BI DiI inh |
| --- | --- | --- | --- | --- | --- | --- | --- | --- | --- | --- | --- | --- |
| 1 | CC(C)CCN(CCC(C)C)C/C(O)=C(\C#N)c1nc(-c2ccccc2)cs1 | -3 | -14 | -3 | -1 | 1 | -8 | 0.4 | -20 | -12 | 102 | 20 |
| 2 | O=C(COC(=O)/C=C/c1cccc(C(F)(F)F)c1)NCc1ccc(F)cc1 | -1 | 12 | -11 | -2 | . | 14 | -1.0 | 22 | -4 | . | -22 |
| 3 | CC(C)(C)n1nc2c(c1NC(=O)c1cc(Cl)ccc1[N+](=O)[O-])CS(=O)(=O)C2 | -9 | 6 | 2 | 6 | 3 | -7 | -1.1 | -3 | 8 | 101 | 3 |
| 4 | O=C(NC1CCCCC1)c1cccc(OCc2ccccc2)c1 | -4 | 7 | 4 | -5 | 29 | -8 | 1.8 | -31 | -2 | 96 | 31 |
| 5 | COCCNC(=S)N1CCN(c2nc3ccccc3s2)CC1 | -9 | 11 | 2 | 0 | -17 | -14 | -1.2 | -13 | 3 | 104 | 13 |
| 6 | COc1ccc(-c2cc(C(F)(F)F)n3nc(C(=O)Nc4cc(C)on4)cc3n2)cc1OC | 4 | -4 | -9 | 2 | 8 | 2 | -0.2 | -69 | 0 | 118 | 69 |
| 7 | CC(C)(C)n1nc2c(c1NC(=O)COc1ccccc1F)CS(=O)(=O)C2 | -3 | -10 | -2 | -3 | 1 | -11 | 1.4 | 29 | 8 | 111 | -29 |
| 8 | O=C(COC(=O)/C=C/c1ccc(C(F)(F)F)cc1)Nc1ccc2[nH]c(=O)[nH]c2c1 | 15 | 2 | . | -1 | 8 | -4 | 1.4 | 8 | -13 | 105 | -8 |
| 9 | Cc1ccc(N2C(N)=C(C#N)C(c3cccnc3)C3=C2CCCC3=O)cc1 (stereo not drawn) | -1 | 0 | 7 | 1 | 12 | 3 | 1.4 | 0 | 9 | 101 | 0 |
| 10 | CCC1CCc2sc(C(=O)NNC(=O)c3ccncc3)cc2C1 (stereo not drawn) | 0 | -6 | 13 | 5 | -15 | -13 | 3.4 | 1 | 0 | 104 | -1 |
| 11 | CCCSc1ccc([C@@H]2[C@H]3C(=O)N(CC)C(=O)[C@H]3[C@]3(C(=O)OC)CCCCN23)cc1OC | 5 | -8 | 345 | . | 0 | -10 | 1.2 | -5 | -8 | 154 | 5 |
| 12 | CCc1cc(-c2[nH]ncc2-c2nc3ccccc3n2C)c(O)cc1O | -1 | 1 | 0 | 27 | 27 | 13 | 0.0 | . | -1 | 92 | . |
| 13 | O=C1NCN(CCO)CN1 | 0 | -7 | 59 | 11 | -7 | 6 | -0.7 | -2 | 0 | 93 | 2 |
| 14 | Cc1cc(C)nc(NCC(O)CNc2ccccc2Cl)n1 (stereo not drawn) | 3 | . | 50 | -1 | 14 | -14 | 0.1 | -18 | -12 | . | 18 |
| 15 | COc1ccc(C(C(=O)NCC2CCCO2)N(C(=O)Cn2nnc3ccccc32)c2ccc(NC(C)=O)cc2)cc1 (stereo not drawn) | -6 | -7 | 141 | -3 | -7 | -2 | -2.6 | . | 4 | 112 | . |
| 16 | NS(=O)(=O)c1ccc(CCNC(=O)CSc2nc3ccccc3c(=O)n2CCN2CCOCC2)cc1 | 7 | -7 | -4 | -2 | -36 | -8 | 0.6 | 6 | -20 | 99 | -6 |
| 17 | Cc1cccc(-n2ccc(=O)c(C(=O)Nc3ccc(S(=O)(=O)Nc4nccs4)cc3)n2)c1 | -32 | 0 | 38 | 8 | 38 | 4 | . | -12 | 5 | . | 12 |
| 18 | Cc1nn(CC(C)C)c(Cl)c1C(=O)N(C)CC(=O)Nc1c(Cl)cccc1Cl | -5 | -9 | 42 | -1 | 13 | -1 | 1.0 | 9 | -3 | 99 | -9 |
| 19 | CCOc1ccc(C(=O)Nc2cc(-c3nc4ccccc4[nH]3)ccc2C)cc1[N+](=O)[O-] | 14 | 1 | 0 | 1 | 23 | -14 | 0.3 | -53 | 3 | . | 53 |
| 20 | COc1ccc(C(=O)C[N+]2(C)CCOCC2)cc1 | 3 | -1 | 0 | . | -26 | 4 | -2.2 | 12 | -4 | 108 | -12 |

Reformatted: entries from further up
item | dFosB activator | MITF act | Mot1-301 SUMO | NSD2 HMT inh | Arrestin-AP2 inh | PKA-R1A activ | CDK5 p35 inh | SR-BI DiI-HDL act | PKA-R2B act | DSG3 Ab inh | SR-BI DiI inh | canonical_smiles
1 | -3 | -14 | -3 | -1 | 1 | -8 | 0.4 | -20 | -12 | 102 | 20 | CC(C)CCN(CCC(C)C)C/C(O)=C(\C#N)c1nc(-c2ccccc2)cs1
2 | -1 | 12 | -11 | -2 | . | 14 | -1.0 | 22 | -4 | . | -22 | O=C(COC(=O)/C=C/c1cccc(C(F)(F)F)c1)NCc1ccc(F)cc1
3 | -9 | 6 | 2 | 6 | 3 | -7 | -1.1 | -3 | 8 | 101 | 3 | CC(C)(C)n1nc2c(c1NC(=O)c1cc(Cl)ccc1[N+](=O)[O-])CS(=O)(=O)C2
4 | -4 | 7 | 4 | -5 | 29 | -8 | 1.8 | -31 | -2 | 96 | 31 | O=C(NC1CCCCC1)c1cccc(OCc2ccccc2)c1
5 | -9 | 11 | 2 | 0 | -17 | -14 | -1.2 | -13 | 3 | 104 | 13 | COCCNC(=S)N1CCN(c2nc3ccccc3s2)CC1
6 | 4 | -4 | -9 | 2 | 8 | 2 | -0.2 | -69 | 0 | 118 | 69 | COc1ccc(-c2cc(C(F)(F)F)n3nc(C(=O)Nc4cc(C)on4)cc3n2)cc1OC
7 | -3 | -10 | -2 | -3 | 1 | -11 | 1.4 | 29 | 8 | 111 | -29 | CC(C)(C)n1nc2c(c1NC(=O)COc1ccccc1F)CS(=O)(=O)C2

Next compounds.
| nr | SMILES | dFosB activator | MITF act | Mot1-301 SUMO | NSD2 HMT inh | Arrestin-AP2 inh | PKA-R1A activ | CDK5 p35 inh | SR-BI DiI-HDL act | PKA-R2B act | DSG3 Ab inh | SR-BI DiI inh |
| --- | --- | --- | --- | --- | --- | --- | --- | --- | --- | --- | --- | --- |
| 21 | CC(C)C(=O)NC(=S)NCC(=O)c1ccccc1 | -2 | 30 | 506 | -3 | -7 | 5 | -0.2 | -10 | -7 | 101 | 10 |
| 22 | CC(=O)NC(Cc1ccccc1F)C(=O)NC1CCN(c2ncccc2[N+](=O)[O-])CC1 (stereo not drawn) | -4 | 1 | 5 | -3 | 5 | 2 | -3.0 | -14 | 0 | 100 | 14 |
| 23 | COCCN(CC(=O)Nc1cccc(C)c1C)C(=O)C1(c2ccc(Cl)cc2)CCC1 | -15 | -12 | -13 | -4 | -8 | -17 | 0.8 | -12 | -5 | 120 | 12 |
| 24 | COc1ccc(CCNC(=O)c2cccn2C)cc1 | -7 | 74 | 31 | 1 | 10 | -7 | -1.6 | 51 | -9 | . | -51 |
| 25 | CCCNC(=O)CNC(=O)c1ccc(C#N)cc1 | -4 | 5 | . | . | 12 | -1 | -0.5 | 0 | -12 | 100 | 0 |
| 26 | Cc1ccc(OCC(=O)NC(=S)Nc2cccc(C)n2)cc1 | 4 | -6 | 14 | -1 | 2 | -1 | 1.4 | 38 | 2 | 89 | -38 |
| 27 | COC(=O)C1C(=O)CC(C)(O)C(C(=O)OC)C1c1ccc2c(c1)OCO2 (stereo not drawn) | 0 | 0 | -11 | 0 | -2 | -12 | 0.8 | 20 | 4 | 99 | -20 |
| 28 | C=CCn1c(COc2cccc(C)c2)nnc1SCC(=O)c1c[nH]c2c(CC)cccc12 | 5 | -5 | 4 | -1 | -5 | -1 | -0.9 | -20 | -8 | 103 | 20 |
| 29 | Cc1cc(C(F)(F)F)nc(SCC(=O)Nc2ccccc2)n1 | 0 | 6 | 9 | -2 | -5 | 6 | 1.0 | -3 | -2 | 114 | 3 |
| 30 | Cc1ccnc(NCc2ccc(Br)cc2)c1 | 3 | 47 | -3 | 2 | -19 | -3 | -0.2 | 7 | -12 | 79 | -7 |
| 31 | CCCOc1ccc(C2c3c(oc4cc(C)c(C)cc4c3=O)C(=O)N2CCCN2CCOCC2)cc1 (stereo not drawn) | -8 | -6 | -10 | . | 3 | -6 | 1.6 | 10 | 6 | 109 | -10 |
| 32 | Cc1cccc(/C(N)=N/OC(=O)c2ccc(F)cc2)c1 | -3 | 37 | . | 3 | 4 | 10 | 14 | 24 | -3 | 99 | -24 |
| 33 | O=C(CN1CCN(S(=O)(=O)c2cc(Cl)ccc2Cl)CC1)Nc1ccc2c(c1)OCCO2 | 0 | -4 | -5 | 0 | -7 | -9 | -0.2 | -2 | -18 | 97 | 2 |
| 34 | CCOC(=O)c1nn(-c2ccccc2)c2nc(-c3ccc(OC)cc3)c(C#N)c(=O)n12 | -19 | -5 | -10 | -2 | 3 | -3 | 0.9 | 5 | 2 | 84 | -5 |
| 35 | COc1cccc(/C=C2\SC(=S)N(CC(=O)N(C)C3CCS(=O)(=O)C3)C2=O)c1 (stereo not drawn) | -11 | 13 | -80 | 4 | 29 | -11 | -3.3 | -24 | 1 | 97 | 24 |
| 36 | CC[C@@]1(c2cccc(C)c2)C(=O)N(C(=O)OC)N1C(=O)OC | 1 | -43 | 9 | . | -8 | 3 | 1.2 | 19 | -4 | . | -19 |
| 37 | Cc1ccccc1NC(=O)CSc1nc(=O)n(CCN2CCOCC2)c2c1CCCC2 | 0 | -10 | -19 | . | -3 | 7 | -0.1 | -3 | -4 | 101 | 3 |
| 38 | CCOc1cc(/C=C2\C(=N)N3N=C(N4CCCCC4)SC3=NC2=O)ccc1OC(=O)c1ccco1 | -11 | -5 | 26 | . | 3 | -4 | -0.3 | -13 | -6 | 110 | 13 |
| 39 | Cc1cc(NC(=O)c2cc(C)on2)no1 | -6 | 0 | -15 | -1 | -4 | -6 | -0.5 | 13 | 8 | 98 | -13 |
| 40 | CC(=O)c1ccc(N=Nc2c(C)[nH][nH]c2=O)cc1 | -1 | . | 294 | 3 | 15 | -5 | 3.0 | 1 | -6 | 100 | -1 |
| 41 | O=C1Nc2ccc(F)cc2C12Nc1ccccc1-c1nnc(SCc3ccccc3F)nc1O2 (stereo not drawn) | -7 | 7 | -2 | . | 6 | 3 | 1.9 | 5 | 2 | 102 | -5 |
| 42 | O=C(O)c1ccc(CN(c2ccccn2)S(=O)(=O)c2ccccc2)cc1 | 2 | -7 | -5 | . | -1 | -8 | 0.9 | 29 | 2 | 99 | -29 |
